Bioassay records: PubChem, National Center for Advancing Translational Sciences (NCATS)
TRHR agonist: TRH receptor (human) agonism. P34981. AID 493084. activation, % at 2 µM. hit rate 0.18% among 360,000. TRHR cells, calcium flux fluo-8, FDSS agonist mode; in the data active means activation above about 30%; further: 0% is about no effect
Target sequence (P34981 whole entry, looked up): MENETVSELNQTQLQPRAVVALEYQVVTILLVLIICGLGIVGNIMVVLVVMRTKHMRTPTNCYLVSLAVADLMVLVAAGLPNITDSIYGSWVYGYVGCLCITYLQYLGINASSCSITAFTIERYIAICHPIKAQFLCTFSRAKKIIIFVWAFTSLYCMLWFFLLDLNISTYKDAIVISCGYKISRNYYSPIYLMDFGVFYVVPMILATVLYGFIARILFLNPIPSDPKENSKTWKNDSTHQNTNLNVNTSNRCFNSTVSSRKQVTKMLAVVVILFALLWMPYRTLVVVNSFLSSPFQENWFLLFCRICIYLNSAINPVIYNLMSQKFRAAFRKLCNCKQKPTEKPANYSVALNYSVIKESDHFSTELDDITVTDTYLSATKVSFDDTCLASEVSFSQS
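TRHR-expressing cells, plated overnight in medium with 10% serum, were loaded with fluo-8 calcium dye at room temperature. After a 10 s baseline, library compound was pin-added and calcium release was recorded kinetically (ex 480/em 530) as agonist response.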
USP1 inh: blocks the human USP1/UAF1 deubiquitinase complex; O94782; recombinant USP1/UAF1, Ub-Rhodamine cleavage fluorescence; Potency, µM (doses to about 57.1 µM), for inactives: at the highest dose activity change, negative = inhibition, most hits filed as inhibitors; hit rate 0.23% among 390,000; further: potency means the concentration at half of the fitted maximal effect; on the % scale 0 is the no-effect control and ±100 the full control effect; nearly all actives have a fitted effect of over 60% in size; inactives centre near -12
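USP1/UAF1 complex (1 nM) preincubated 15 min at room temperature with compound, then Ub-Rho substrate (150 nM final) added. Kinetic fluorescence at 480/540 nm over 6 reads at 60 s intervals; 50 mM HEPES pH 7.8, 0.5 mM EDTA, 0.1 mg/ml BSA, 1 mM TCEP, 0.01% Tween-20.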
TrxR1 inh: rat TrxR1 inhibition. O89049. recombinant rTrxR1, NADPH fluorescence consumption, selenite substrate. Potency, µM (top dose mostly 114 µM), for the others: at the highest dose activity change, negative = inhibition, most hits filed as inhibitors. hit rate 1% among 390,000; further: potency means the concentration at half of the fitted maximal effect; on the % scale 0 is the no-effect control and ±100 the full control effect; nearly all actives have a fitted effect of over 65% in size
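Rat TrxR1 (90 nM in the dispensed reagent) was pre-reduced with 400 uM NADPH for 5 min at room temperature, then incubated with compound for 15 min. After 400 uM selenite was added, NADPH fluorescence (Ex 340/Em 450 nm) was followed for 8 min.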
TRHR PAM: allosterically enhances the human TRH receptor | P34981 | hit rate 0.66% among 360,000 | TRHR cells, fluo-8 calcium fluorescence, EC20 TRH enhancement | enhancement, % at 2 µM; in the data active means enhancement above about 30%; further: 0% is about no effect
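TRHR-expressing cells loaded with fluo-8 calcium dye were read kinetically (ex 480/em 530) during compound addition, then stimulated with an EC20 of TRH (10 nM final). Enhancement of the Gq-mediated intracellular calcium response was scored.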
D2 ag: activates the human D2 dopamine receptor; P14416; HEK293 T-REx D2 cells, calcium flux agonist mode; activation, % at 2 µM; hit rate 0.53% among 340,000; AID 485358;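 active means activation over 3 SD above normal in the single-dose calcium agonist read, cut at about 30% in these data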; further: 0% is about no effect
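Tetracycline-induced HEK293 Trex cells with D2 receptor force-coupled to calcium signaling, plated overnight at 30 C and loaded with no-wash calcium dye. Calcium flux read kinetically for 180 s after compound addition; responses flag agonists.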
TrxR1 substrate: substrates of rat thioredoxin reductase 1; O89049; purified TrxR1 substrate turnover, NADPH consumption readout; Potency, µM (titrated, usually from 114 µM), for the others: at the highest dose activity change, negative = substrate turnover; hit rate 0.01% among 390,000; AID 588456; further: potency means the concentration at half of the fitted maximal effect; on the % scale 0 is the no-effect control and ±100 the full control effect; nearly all actives have a fitted effect of over 50% in size
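Rat TrxR1, dispensed at 90 nM, was prereduced with 400 uM NADPH (final) for 5 min at ~22 deg C, then incubated with compound 15 min before 400 uM selenite. A first-read NADPH fluorescence drop versus no-compound background flagged substrates.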
D2 antag: antagonizes the human D2 dopamine receptor | hit rate 2% among 340,000 | inhibition, % at 10 µM | HEK293 TREx D2 cells, calcium flux, dopamine EC80 | P14416; in the data active means inhibition above about 30%; further: 0% is about no effect
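Cells plated overnight at 30 C with tetracycline; no-wash calcium dye, 30–90 min RT; 10 s baseline; compound pinned; 180 s read; EC80 dopamine added; another 180 s read.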
PI4K2A block: inhibitors of human PI4K2A. Q9BTU6. purified PI4K2A, ADP-Glo luminescence, 1 h; hits give low values. activity change, negative = inhibition, % at 76.9 µM. hit rate 0.13% among 420,000; in the data active means activity change below about -50%; inconclusive means mostly about -30% to -49%;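 further: -100% = wells without enzyme as full effect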
Target sequence (Q9BTU6 whole entry, looked up): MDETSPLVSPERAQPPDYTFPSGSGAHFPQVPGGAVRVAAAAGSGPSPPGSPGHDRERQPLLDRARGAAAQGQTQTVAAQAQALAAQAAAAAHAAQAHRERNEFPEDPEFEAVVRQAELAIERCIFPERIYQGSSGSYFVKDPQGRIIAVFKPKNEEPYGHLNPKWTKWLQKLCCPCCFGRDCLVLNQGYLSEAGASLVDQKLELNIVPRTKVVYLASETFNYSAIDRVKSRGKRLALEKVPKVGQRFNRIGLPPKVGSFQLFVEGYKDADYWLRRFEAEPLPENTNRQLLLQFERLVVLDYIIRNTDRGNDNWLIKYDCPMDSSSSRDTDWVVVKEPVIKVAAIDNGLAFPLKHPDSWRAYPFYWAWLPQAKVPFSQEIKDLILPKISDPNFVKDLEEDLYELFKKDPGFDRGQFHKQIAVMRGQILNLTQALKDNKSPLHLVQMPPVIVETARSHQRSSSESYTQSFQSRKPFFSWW
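PI4K2A activity was measured by ADP-Glo luminescence: enzyme (4 ug/mL stock) and phosphatidylinositol (1.2 mM stock) in Tris pH 7.5/MgCl2/EGTA/Triton X-100 buffer were reacted with ATP (300 microM stock) for one hour at ambient temperature.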
IDH1 R132H inh: inhibitors of human mutant IDH1 R132H | Potency, µM (top dose mostly 76.6 µM), without a hit: at the top dose activity change, negative = inhibition, usual class: inhibitors | hit rate 0.093% among 390,000 | IDH1-R132H enzyme, NADPH consumption, diaphorase/resazurin fluorescence; further: potency means the concentration at half of the fitted maximal effect; on the % scale 0 is the no-effect control and ±100 the full control effect; nearly all actives have a fitted effect of over 65% in size
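IDH1-R132H (0.5 ug/mL dispensed) in pH 7.5 Tris buffer was preincubated 30 min with compound, then given a substrate mix of 0.016 mM NADPH and 2 mM alpha-KG for 80 min at room temperature; remaining NADPH was read by diaphorase/resazurin fluorescence.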
The depositor's hits bear a star; u = inconclusive; x = no result given; [ ] = remark or other dose. Unless noted, the call rests on the fitted dose curve; in most records, active means well fitted inhibition curve with a large enough effect; inconclusive means small, poorly fitted or top-dose-only effect; inactive means no such curve, though single readings can be large or run the other way.

cpd	structure	TRHR agonist	USP1 inh	TrxR1 inh	TRHR PAM	D2 ag
1	CCc1ccc(CN2CCc3nc(N4CCN(CC)CC4)ncc3C2)cc1	0.5	-22%	5%[57.1 µM]	16	2.0
2	COc1cc(OC)cc(C(=O)NCCC(c2ccccc2)c2ccccc2)c1	3.1	-1%	27%	-8	-2.1
3	COc1ccc(S(=O)(=O)NC2CC2)cc1-n1cnnn1	0.7	-13%	4%[57.1 µM]	18	-0.1
4	CCOC(=O)c1cc2n(n1)C(C(F)(F)F)CC(C)N2 (stereo unspecified)	0.4	-2%	-2%	4	-0.9
5	Cc1ccc(C2C(C(=O)O)c3ccccc3C(=O)N2C)o1 (stereo unspecified)	1.3	u	12%	16	0.6
6	Cc1ccc2c(=O)n3c(nc2c1)C(Cc1ccccc1)NC(=O)c1ccc(Cl)cc1-3 (stereo unspecified)	-0.2	x	x	-1	0.1
7	COc1ccccc1N1CCN(S(=O)(=O)CCNC(=O)COc2ccc(C(C)C)cc2)CC1	-0.4	-24%	14%[57.1 µM]	-1	-1.7
8	Cc1cc(C)cc(NC(=O)Cn2nnc(C(=O)NCc3ccc4c(c3)OCO4)c2N)c1	1.1	-11%	8%	4	0.6
9	COc1ccc(Cl)cc1NC(=O)C1CCN(C(=O)Nc2ccccc2)CC1	0.2	-13%	3%	1	-2.6
10	O=[N+]([O-])c1ccccc1C=NNC(=S)NN=Cc1ccccc1[N+](=O)[O-]	x	-21%	-19%	x	x
11	Cn1c(=O)cc(OCCCC(=O)NCCC2=CCCCC2)c2ccccc21	-0.4	-8%	6%[57.1 µM]	-4	0.2
12	COc1ccc(-n2nc(C(=O)N3CCCCC3)c3ccccc3c2=O)cc1	0.0	-7%	20%	16	0.8
13	CC(=O)N1CCN(C(=O)c2ccc(Cl)c(S(=O)(=O)N3CCc4ccccc43)c2)CC1	-0.1	-3%	-2%	-9	0.3
14	Cc1c(NC(=O)CSc2nc3ccccc3s2)c(=O)n(-c2ccccc2)n1C	-0.7	-14%	-15%	-1	0.7
15	COCCNS(=O)(=O)c1ccc2c(c1)Cc1cc(S(=O)(=O)NCCOC)ccc1-2	0.2	-13%	8%[57.1 µM]	3	0.0

cpd	TrxR1 substrate	D2 antag	PI4K2A block	IDH1 R132H inh
1	1%[57.1 µM]	x	-5	27%
2	-6%	-28	1	3%
3	0%[57.1 µM]	15	-1	0%
4	-9%	1	7	0%
5	11%	-12	0	8%
6	x	-6	x	x
7	-1%[57.1 µM]	x	6	6%
8	0%	8	1	1%
9	1%	21	2	-6%
10	-8%	x	-7	-7%
11	-3%[57.1 µM]	-2	4	5%
12	8%[57.1 µM]	-4	2	-1%
13	-11%	5	4	3%
14	-11%	3	-5	7%
15	0%[57.1 µM]	-2	0	5%

(listing goes on)
cpd	structure	TRHR agonist	USP1 inh	TrxR1 inh	TRHR PAM	D2 ag
16	CC(=O)N1CCc2cc(S(=O)(=O)NCC(=O)NCc3ccc(F)cc3)ccc21	0.4	-13%	8%	13	-0.1
17	Cc1ccc(NC(=S)Nc2ccc(F)cc2)cc1C	0.3	-2%	-7%	-2	2.1
18	COc1ccc(CCn2c(Br)nc3c2c(=O)[nH]c(=O)n3C)cc1	-0.1	4%	3%	8	0.5
19	CCOc1cc(/C=C(\C#N)C(=O)Nc2cccc(C(=O)O)c2)cc(Br)c1OC(=O)c1ccc(OC)cc1	-1.8	-22%	-8%	4	-0.4
20	CCCCOP(=O)(OCCCC)C(O)c1ccc(F)cc1 (stereo unspecified)	-0.2	4%	-6%[57.1 µM]	0	1.0
21	C=CCNc1nc(C(=O)OCC(=O)NCc2cccc(Cl)c2)cs1	-0.4	-18%	6%	3	-0.2
22	Cc1ccc(NC(=S)N2CCC(NC(=O)c3ccc(C)cc3)CC2)cc1	-1.4	-12%	7%	2	0.7
23	NS(=O)(=O)c1ccc(N/N=C/c2ccccc2C(=O)O)c([N+](=O)[O-])c1	-0.7	-17%	14%[57.1 µM]	4	1.1
24	COC(=O)c1ccccc1NC(=O)C1CCN(C(=O)c2cc(OC)c(OC)c(OC)c2)CC1	-1.0	-27%	11%	1	-0.9
25	COc1cc(Cn2c(=O)sc3ccccc32)ccc1OC(C)C	-0.1	-12%	6%	-7	-0.4
26	CC1CCN(C(=O)COC(=O)CNC(=O)C23CC4CC(CC(C4)C2)C3)CC1	0.8	-17%	20%	-2	0.5
27	Cc1ccc(-c2nnc(N(C)C(=O)c3cccnc3)s2)cn1	-0.3	-1%	-4%	0	-1.3
28	O=C(Cn1nc(-c2ccccc2)c2cnc3ccccc3c21)Nc1ccccc1	0.1	-24%	25%	-2	0.1
29	COc1ccc(-n2cnnc2SCC(=O)N(C)c2ccccc2)cc1	-0.4	-7%	14%	-1	x
30	CCOc1cc(CO)cc(Br)c1OCC(=O)Nc1ccccc1C	-0.4	-6%	5%	-5	0.0

cpd	TrxR1 substrate	D2 antag	PI4K2A block	IDH1 R132H inh
16	-2%	-17	-3	-8%
17	-4%	-10	-1	2%
18	-5%	-12	1	-10%
19	-9%	15	4	52µM*
20	6%[57.1 µM]	-10	5	4%
21	3%	8	-3	10%
22	0%	-9	4	-5%
23	-2%[57.1 µM]	-14	-2	14%
24	13%	-6	-8	2%
25	-3%	x	-2	19%
26	6%	-9	-2	3%
27	-3%	16	-9	-1%
28	4%	x	1	-4%
29	3%	x	-3	16%
30	-6%	-9	-2	-9%

The results go on.
cpd	structure	TRHR agonist	USP1 inh	TrxR1 inh	TRHR PAM	D2 ag
31	CC(C)OCCCNC(=O)c1cc2c(s1)CS(=O)(=O)C2	0.3	1%	11%	-4	1.0
32	COc1ccc(C(=O)N2CCN(C(=O)CC(C)C)CC2)cc1OC	0.1	-15%	-3%	-5	0.5
33	CCOCCCn1c(SCC(=O)Nc2oc(C)c3c(C)n[nH]c(=O)c23)nnc1-c1ccncc1	0.2	-12%	0%[57.1 µM]	4	-0.1
34	Cc1ccccc1OCCC(=O)N1CCN(S(=O)(=O)c2ccccc2F)CC1	-0.4	-17%	3%	-5	-0.4
35	COc1ccc(NC(=O)Nc2nnc(CC(=O)Nc3ccccc3)s2)cc1	0.3	-5%	20%	3	0.6
36	CCCCNC(=S)Nc1cccc(S(=O)(=O)NC2=NCCC2)c1	-0.1	-18%	-23%	5	-0.3
37	CCOC(=O)c1sc(NC(=O)/C=C/c2cnn(CC)c2C)c(C(=O)OCC)c1C	0.1	-13%	u	6	1.3
38	O=c1cc(CSc2ccc([N+](=O)[O-])cc2)nc2sccn12	-0.1	-3%	27%[57.1 µM]	0	-1.6
39	O=C(COC(=O)CCC(=O)c1ccc(F)cc1)Nc1ccc(F)cc1F	-0.3	-8%	22%[57.1 µM]	3	0.4
40	O=C(Nc1ccccc1Cl)c1cccs1	-0.6	-19%	13%	3	-0.7
41	O=C(CN1C(=O)S/C(=C\c2ccccc2)C1=O)Nc1cc([N+](=O)[O-])ccc1O	-0.8	-27%	-2%	-5	0.1
42	COc1ccc(-c2cc(-c3ccccc3)n3ncnc3n2)cc1	-0.9	-12%	-20%[57.1 µM]	-4	x
43	COc1ccc([N+](=O)[O-])cc1C(=O)NCCOc1ccc(Cl)cc1	-0.6	-23%	18%	-15	x
44	CC(C(=O)Oc1ccc2c(c1)OCO2)N1C(=O)c2ccccc2C1=O (stereo unspecified)	0.5	x	x	-7	1.2
45	OCCN(C=NC1=NN(c2cccc(C(F)(F)F)c2)CC1)CCO	0.4	-1%	-11%	-7	0.2

cpd	TrxR1 substrate	D2 antag	PI4K2A block	IDH1 R132H inh
31	10%	-21	-1	7%
32	-4%	-12	-7	11%
33	1%[57.1 µM]	-11	4	13%
34	-7%	3	-3	-1%
35	-1%	16	-2	-13%
36	-2%	-1	-3	6%
37	88%[activator]	-12	-3	10%
38	-8%	-3	-4	4%
39	4%[57.1 µM]	4	-21	13%
40	7%[57.1 µM]	2	-4	-1%
41	-10%	-7	-5	-3%
42	120%[activator]	x	5	5%
43	-3%	x	0	2%
44	x	4	x	x
45	-16%	-10	2	-1%

Copied from above: nos. 26 to 29
cpd	structure	TRHR agonist	USP1 inh	TrxR1 inh	TRHR PAM	D2 ag
26	CC1CCN(C(=O)COC(=O)CNC(=O)C23CC4CC(CC(C4)C2)C3)CC1	0.8	-17%	20%	-2	0.5
27	Cc1ccc(-c2nnc(N(C)C(=O)c3cccnc3)s2)cn1	-0.3	-1%	-4%	0	-1.3
28	O=C(Cn1nc(-c2ccccc2)c2cnc3ccccc3c21)Nc1ccccc1	0.1	-24%	25%	-2	0.1
29	COc1ccc(-n2cnnc2SCC(=O)N(C)c2ccccc2)cc1	-0.4	-7%	14%	-1	x

cpd	TrxR1 substrate	D2 antag	PI4K2A block	IDH1 R132H inh
26	6%	-9	-2	3%
27	-3%	16	-9	-1%
28	4%	x	1	-4%
29	3%	x	-3	16%
